From PubChem
Hsp90 Hop PPI: changes Hsp90-Hop TPR2A binding signal, up or down; AlphaScreen TPR2A-His6 binding biotin-Hsp90 C-terminal peptide; Potency, µM (titrated, usually from 57 µM), for inactives: at the highest dose activity change, negative = inhibition; actives 0.44% (n = 71,000); AID 595; active = well fitted curve in either direction with a large enough effect; inconclusive = small, poorly fitted or top-dose-only effect, or another doubt; note: % is set by controls: 0 for no effect and ±100 for the full control effect; many of its hits are not listed in these tables
CRE Fsk mod: CRE-bla signaling modulation under forskolin stimulation. CHO CRE-bla reporter (cAMP response element driving beta-lactamase), forskolin EC10, beta-lactamase ratio. Potency, µM (titrated, usually from 38.2 µM), inactives show at the highest dose activity change, negative = inhibition, most hits filed as activators. actives 2.5% (n = 71,000). AID 662; active = well fitted activation curve with a large enough effect in the signal ratio, with a control signal flat, not every such curve was filed as active; inconclusive = small, poorly fitted or top-dose-only effect, or effect the other way, or a change in a side signal; the % refers to the signal ratio; note: % of control where 0% means no effect
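Forskolin analogue NKH 477 at EC10 stimulated CRE-driven beta-lactamase in CHO cells alongside compound dilution series. Beta-lactamase was measured with CCF4, excitation 405 nm, emission ratio 460/530 nm.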
HBB splicing: modulators of hemoglobin beta chain splicing. HBB splicing reporter cell assay, activation; EGFP reporter with mutant IVS2-654 intron; response scale: normalised to 500 nM splice-correcting PNA. Potency, µM (series often up to 46.1 µM), without a hit: at the top dose activation, actives largely listed as activators. actives 0.06% (n = 65,000); note: 0% is about no effect
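HeLa cells stably expressing EGFP interrupted by mutant beta-globin intron 2 (IVS2-654), 500/well in 2% FCS. Treated with compound for 2 days at 37C. Splicing correction scored as total well GFP intensity (488 nm excitation, 500-520 nm emission); 500 nM antisense PNA served as control.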
ERK AVP block: inhibitors of vasopressin-stimulated ERK signaling pathway; HEK293-V1b, vasopressin-stimulated pERK AlphaScreen; actives 0.99% (n = 72,000); Potency, µM (titrated, usually from 57.5 µM), without a hit: at the top dose activity, negative = inhibition, hits mostly inhibitors; note: % is set by controls: 0 for no effect and ±100 for the full control effect; nearly all actives have a fitted effect of over 55% in size
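HEK293 cells stably expressing V1b receptor, preincubated 30 min at 37 °C with compound, then stimulated 5 min with 25 nM vasopressin. Phospho-ERK by AlphaScreen SureFire after 5 h RT; normalized to DMSO and vasopressin; AC50 by Hill fit.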
* marks the source's active call; other numbers are inactive results; ? = inconclusive; nt = not tested or not shown; & = joins results of further samples; [ ] = another dose, or the depositor's remark. Unless noted, calls come from the whole dose curve; as a rule, active = well fitted curve in the direction sought with a large enough effect; inconclusive = small, poorly fitted or top-dose-only effect, or another doubt; inactive = no such curve, though single readings can be large; an effect the other way counts as inactive or inconclusive. Potency is the fitted concentration of half-maximal effect. Not all compounds are listed. The share of hits here may be higher or lower than overall.

#1 C=CCC1(c2ccccc2)Oc2ccccc2-c2nc3cc(Cl)c(Cl)cc3nc21 (centres undefined)
#2 O=C(O)[C@H]1CN(C/C=C/P(=O)(O)O)CCN1
#3 OB(O)c1cc2ccccc2s1
#4 COC(=O)NC(c1cccc(F)c1)C(C(C)=O)C(=O)OC (centres undefined)
#5 CC1CCC2C(=O)N3C(CCC(C)[C@@H]3c3cccc(N4CCOCC4)c3)C(=O)N2C1c1cccc(Br)c1 (some centres undefined)
#6 CC1CCC2C(=O)N3C(CCC(C)C3c3ccccc3Br)C(=O)N2C1c1ccc(C#CCN(C)C)cc1 (centres undefined)
#7 CCOC(=O)OCC1OC(C#Cc2ccccc2)C=CC1OC(=O)OCC (centres undefined)
#8 COC(=O)NC(CC(C)=O)c1cccc(C(F)(F)F)c1 (centres undefined)
#9 CC(=O)N(O)[C@@H]1c2cc(C#N)ccc2OC(C)(C)[C@H]1O
#10 CC(C)(C)OC(=O)C1=NOC2(C=CC(=O)C=C2)C1
compound no. | 1 | 2 | 3 | 4 | 5 | 6 | 7 | 8 | 9 | 10
ERK AVP block | -1%&-4%[11.5 µM] | -8% | -2% | 9%[11.5 µM] | 6%[11.5 µM] | 18%[11.5 µM] | -3%[11.5 µM] | 17%[11.5 µM] | -4% | 8%[11.5 µM]
Hsp90 Hop PPI | nt | nt | nt | nt | nt | nt | nt | nt | nt | nt
HBB splicing | 0.6%&1.1%[9.22 µM] | -0.3% | -1.2% | 0.9%[9.22 µM] | 3.2%[9.22 µM] | 1.5%[9.22 µM] | -1.8%[9.22 µM] | 2.3%[9.22 µM] | -0.3% | 0.0%[9.22 µM]
CRE Fsk mod | nt | nt | nt | nt | nt | nt | nt | nt | nt | nt

Random excerpt: 2 compounds from above.
#7 CCOC(=O)OCC1OC(C#Cc2ccccc2)C=CC1OC(=O)OCC (centres undefined)
#1 C=CCC1(c2ccccc2)Oc2ccccc2-c2nc3cc(Cl)c(Cl)cc3nc21 (centres undefined)
compound no. | 7 | 1
ERK AVP block | -3%[11.5 µM] | -1%&-4%[11.5 µM]
Hsp90 Hop PPI | nt | nt
HBB splicing | -1.8%[9.22 µM] | 0.6%&1.1%[9.22 µM]
CRE Fsk mod | nt | nt

(listing goes on)
#11 CC1(C)Oc2cc3c(cc2O1)OC(C)(C)O3
#12 C/C=C/C1Oc2ccc(OC)cc2N2C(=O)C(C)C(OCOC)C12 (centres undefined)
#13 COC(=O)NC(/C(C(=O)OC)=C(\C)NCc1ccccc1)c1ccccc1 (centres undefined)
#14 OB(O)c1ccc(Cl)s1
#15 C=CCc1cccc(C2NC(C(=O)O)CCC2C)c1 (centres undefined)
#16 CCOC(=O)OCC1OC(C#Cc2ccc(C(C)(C)C)cc2)C=CC1OC(=O)OCC (centres undefined)
#17 CCN1C(C)=C(C(=O)OC)C(c2ccccc2)N2C(=O)[C@](O)(C(=O)OC)CC(C#N)=C12 (some centres undefined)
#18 C=C(C)C(O)/C=C/C=C/c1ccccc1 (centres undefined)
#19 COC(=O)C/C=C/C(C)C(OC)c1ccccc1Br (centres undefined)
#20 CCCCCCCC1=CC2=CC(=O)C(C)(OC(C)=O)C(=O)C2=CN1CCc1ccccc1 (centres undefined)
compound no. | 11 | 12 | 13 | 14 | 15 | 16 | 17 | 18 | 19 | 20
ERK AVP block | 21%[11.5 µM] | 15%[11.5 µM] | -5%[11.5 µM] | 9% | 10%[11.5 µM] | -8%[11.5 µM] | 0%[11.5 µM] | 11%[11.5 µM] | 18%[11.5 µM] | 37%[11.5 µM]
Hsp90 Hop PPI | nt | nt | nt | nt | nt | nt | nt | nt | nt | nt
HBB splicing | 3.4%[9.22 µM] | 0.4%[9.22 µM] | 3.7%[9.22 µM] | -0.2% | 4.7%[9.22 µM] | 0.0%[9.22 µM] | 1.1%[9.22 µM] | -1.1%[9.22 µM] | 2.3%[9.22 µM] | 3.1%[9.22 µM]
CRE Fsk mod | nt | nt | nt | nt | nt | nt | nt | nt | nt | nt

#21 CCOC(=O)OCC1OC(C#Cc2ccc(Br)cc2)C=CC1OC(=O)OCC (centres undefined)
#22 O=C1/C(=C/c2ccccc2)Oc2ccccc21
#23 COCC#Cc1ccc(C2NC(C(=O)O)CCC2C)cc1 (centres undefined)
#24 COc1cc(C=O)c([N+](=O)[O-])cc1OC
#25 CCOC(=O)OCC1OC(C#CC(C)(C)C)C=CC1OC(=O)OCC (centres undefined)
#26 C=C(C)C(O)/C=C/c1ccc(C)cc1 (centres undefined)
#27 COC(=O)NC(CC(C)=O)c1cccs1 (centres undefined)
#28 CC(=O)c1ccc(OC2C=CC(c3ccc(Cl)cc3)OC2CO)cc1 (centres undefined)
#29 Cc1c(O)c(=O)ccn1Cc1ccccc1
#30 C#CCC(C(=O)OC)(C(=O)OC)C(C[N+](=O)[O-])c1ccccc1 (centres undefined)
compound no. | 21 | 22 | 23 | 24 | 25 | 26 | 27 | 28 | 29 | 30
ERK AVP block | 1%[11.5 µM] | 22%[11.5 µM] | 1%[11.5 µM] | -27% | 20%[11.5 µM] | 1%[11.5 µM] | 12%[11.5 µM] | 3%[11.5 µM] | 19%[11.5 µM] | 27%[11.5 µM]
Hsp90 Hop PPI | nt | nt | nt | nt | nt | nt | nt | nt | nt | nt
HBB splicing | 2.1%[9.22 µM] | 3.1%[9.22 µM] | 0.3%[9.22 µM] | -0.2% | 1.8%[9.22 µM] | 1.4%[9.22 µM] | 1.2%[9.22 µM] | -1.6%[9.22 µM] | 2.2%[9.22 µM] | 2.5%[9.22 µM]
CRE Fsk mod | nt | nt | nt | nt | nt | nt | nt | nt | nt | nt

Whole records, looked up by structure. Order of values: ERK AVP block | Hsp90 Hop PPI | HBB splicing | CRE Fsk mod
Results for Cc1c(O)c(=O)ccn1Cc1ccccc1 : 19%[11.5 µM] | nt | 2.2%[9.22 µM] | nt
Results for C=C(C)C(O)/C=C/c1ccc(C)cc1 (centres undefined) : 1%[11.5 µM] | nt | 1.4%[9.22 µM] | nt
Results for COCC#Cc1ccc(C2NC(C(=O)O)CCC2C)cc1 (centres undefined) : 1%[11.5 µM] | nt | 0.3%[9.22 µM] | nt
Results for C#CCC(C(=O)OC)(C(=O)OC)C(C[N+](=O)[O-])c1ccccc1 (centres undefined) : 27%[11.5 µM] | nt | 2.5%[9.22 µM] | nt
Results for CCOC(=O)OCC1OC(C#CC(C)(C)C)C=CC1OC(=O)OCC (centres undefined) : 20%[11.5 µM] | nt | 1.8%[9.22 µM] | nt

(further entries)
#31 CCN1C(C)=C(C(=O)OC)C(c2ccccc2)N2C(=O)[C@@]3(C(=O)OC)O[C@@]12C1C(=O)CCCC13 (some centres undefined)
#32 O=C1OC(C2=CCCCC2)=NC12CC2
#33 CC1Cc2c(-c3ccccc3)nc3c(c2CO1)CN(CCOc1ccccc1)CC3 (centres undefined)
#34 COC(=O)C1=C(C)N(Cc2ccccc2)[C@]23O[C@](C(=O)OC)(C(=O)N2C1c1ccccc1)C1CCOC(=O)C13 (some centres undefined)
#35 O=C1C2Cc3c([nH]c4ccccc34)C(c3ccccc3)N2C(=O)C2Cc3c([nH]c4ccccc34)C(c3ccccc3)N12 (centres undefined)
#36 CC(C)CC1OCCC=CC1C (centres undefined)
#37 COc1ccc(OC2C(O)COC2/C=C/C#Cc2ccccc2)cc1 (centres undefined)
#38 O=C(O)Cc1ccc(OCCNC[C@H](O)c2ccccc2)cc1
#39 CCOC(=O)[C@]1(C(NC(=O)OC)c2ccccc2)CCCC1=O (some centres undefined)
#40 COc1ccc(OC2C=CC(c3ccccc3)OC2CO)cc1 (centres undefined)
compound no. | 31 | 32 | 33 | 34 | 35 | 36 | 37 | 38 | 39 | 40
ERK AVP block | 17%[11.5 µM] | 6%[11.5 µM] | 4%[11.5 µM] | 28%[11.5 µM] | 32%[11.5 µM] | 32%[11.5 µM] | 3%[11.5 µM] | 22% | 11%[11.5 µM] | -1%[11.5 µM]
Hsp90 Hop PPI | nt | nt | nt | nt | nt | nt | nt | nt | nt | nt
HBB splicing | 2.5%[9.22 µM] | 4.8%[9.22 µM] | 0.5%[9.22 µM] | 0.5%[9.22 µM] | 3.0%[9.22 µM] | 2.0%[9.22 µM] | 2.9%[9.22 µM] | 0.0% | 3.5%[9.22 µM] | -0.6%[9.22 µM]
CRE Fsk mod | nt | nt | nt | nt | nt | nt | nt | nt | nt | nt

#41 Cc1cc(C(=O)O)sc1C(N)C(=O)O (centres undefined)
#42 COC(=O)C1=C(C)N(Cc2ccccc2)C2=C3C(=O)CCCC3[C@@](O)(C(=O)OC)C(=O)N2C1c1ccccc1 (some centres undefined)
#43 NCCC[C@@H](CC(=O)N[C@@H]1CCNC[C@H]1C(=O)N[C@H](CC(=O)N[C@@H](CCC(=O)O)CC(=O)O)Cc1ccccc1)NC(=O)C[C@H](CO)NC(=O)[C@@H]1CCCC[C@H]1N
#44 CC(C)[C@@H](CC(=O)N[C@@H]1CCCC[C@H]1C(=O)N[C@H](CC(=O)N[C@@H](CCC(=O)O)CC(=O)O)Cc1c[nH]c2ccccc12)NC(=O)C[C@H](Cc1ccccc1)NC(=O)[C@@H]1CCCC[C@H]1N
#45 CC(C)[C@@H](CC(=O)N[C@@H]1CCCC[C@H]1C(=O)N[C@H](CC(=O)N[C@@H](CCC(=O)O)CC(=O)O)Cc1c[nH]c2ccccc12)NC(=O)C[C@H](CO)NC(=O)[C@@H]1CCCC[C@H]1N
#46 NCCC[C@@H](CC(=O)N[C@@H]1CCNC[C@H]1C(=O)N[C@H](CC(=O)N[C@@H](CCC(=O)O)CC(=O)O)Cc1ccccc1)NC(=O)C[C@H](Cc1ccccc1)NC(=O)[C@@H]1CNCC[C@H]1N
#47 CC(C)[C@@H](CC(=O)N[C@@H]1CCCC[C@H]1C(=O)N[C@H](CC(=O)N[C@@H](CCC(=O)O)CC(=O)O)Cc1ccccc1)NC(=O)C[C@H](Cc1c[nH]c2ccccc12)NC(=O)[C@@H]1CNCC[C@H]1N
#48 CC(C)C[C@@H](CC(=O)N[C@@H](CCCN)CC(=O)N[C@@H]1CCCC[C@H]1C(=O)N[C@H](CC(=O)N[C@@H](CCC(=O)O)CC(=O)O)CC(C)C)NC(=O)[C@@H]1CCCC[C@H]1N
#49 CC(C)C[C@@H](CC(=O)N[C@@H](CCC(=O)O)CC(=O)O)NC(=O)[C@@H]1CCCC[C@H]1NC(=O)C[C@H](CCCN)NC(=O)C[C@H](Cc1c[nH]c2ccccc12)NC(=O)[C@@H]1CNCC[C@H]1N
#50 CC(C)[C@@H](CC(=O)N[C@@H]1CCCC[C@H]1C(=O)N[C@H](CC(=O)N[C@@H](CCC(=O)O)CC(=O)O)Cc1c[nH]c2ccccc12)NC(=O)C[C@H](Cc1c[nH]c2ccccc12)NC(=O)[C@@H]1CNCC[C@H]1N
compound no. | 41 | 42 | 43 | 44 | 45 | 46 | 47 | 48 | 49 | 50
ERK AVP block | 0% | -10%&14%[11.5 µM] | nt | nt | nt | nt | nt | nt | nt | nt
Hsp90 Hop PPI | nt | nt | -20% | -8% | -6% | -7% | ? | ? | -6% | 16µM*
HBB splicing | -1.7% | -0.7%&3.3%[9.22 µM] | 3.3% | 0.9% | 3.7% | 1.8% | 0.9% | 3.6% | 0.9% | 2.2%
CRE Fsk mod | nt | nt | -9% | -20% | -7% | -16% | -11% | ? | -14% | -10%
